PHOSPHO1 inh: inhibitors of human PHOSPHO1 phosphatase. Q8TCT1. recombinant PHOSPHO1, absorbance phosphatase assay. inhibition, % at 13.3 µM. hit rate 1.1% among 290,000; in the data active = inhibition above about 60%
Target sequence (Q8TCT1 whole entry, looked up): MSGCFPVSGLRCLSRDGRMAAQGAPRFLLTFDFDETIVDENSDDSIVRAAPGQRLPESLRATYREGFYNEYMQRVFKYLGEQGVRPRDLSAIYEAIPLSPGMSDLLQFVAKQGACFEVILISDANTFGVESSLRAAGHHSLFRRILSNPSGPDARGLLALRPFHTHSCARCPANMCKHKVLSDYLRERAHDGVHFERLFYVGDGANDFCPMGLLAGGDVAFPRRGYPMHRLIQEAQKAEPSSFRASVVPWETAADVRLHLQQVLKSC
GPR7 antag: human neuropeptides B/W receptor 1 antagonism; P48145; GPR7-expressing cells, fluorescence antagonist assay; inhibition, % at 4.4 µM; hit rate 1.1% among 290,000; in the data active = inhibition above about 16%, passing the limit was not always enough;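 also: cells stimulated with the agonist NPW; 0% = agonist with vehicle and 100% = vehicle without agonist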
OXTR ag: human OXTR agonism | activation, % at 3 µM | hit rate 0.32% among 320,000 | P30559 | AID 2435 | CHO-OTR cells, Fluo-8 calcium fluorescence; normalized: DMSO 0%, oxytocin 100%;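 active = activation above the mean of all tested compounds plus 3 SD, cutoff set per screening run, cut at about 20% in these data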;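 also: peak over basal fluorescence ratio from a 100 s FLIPR kinetic read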
Target sequence (P30559 whole entry, looked up): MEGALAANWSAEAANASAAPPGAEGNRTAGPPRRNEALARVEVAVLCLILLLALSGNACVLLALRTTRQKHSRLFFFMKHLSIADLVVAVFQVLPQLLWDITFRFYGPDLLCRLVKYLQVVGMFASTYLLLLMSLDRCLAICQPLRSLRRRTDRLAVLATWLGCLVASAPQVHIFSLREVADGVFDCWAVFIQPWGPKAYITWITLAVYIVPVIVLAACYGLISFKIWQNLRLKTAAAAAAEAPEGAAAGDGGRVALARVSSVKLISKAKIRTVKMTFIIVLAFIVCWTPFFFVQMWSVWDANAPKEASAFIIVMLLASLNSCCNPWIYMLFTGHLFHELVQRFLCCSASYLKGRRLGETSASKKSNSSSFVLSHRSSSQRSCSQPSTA
V1aR counter: V1a receptor agonism, counter-screen for OXTR agonists; P37288; activation, % at 3 µM; hit rate 0.25% among 320,000; CHO-V1R cells, Fluo-8 calcium fluorescence, agonist mode; 0% DMSO, 100% 3 nM vasopressin;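 active = activation above the mean activation of all tested compounds plus 3 SD, per screening run, cut at about 20% in these data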;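 also: signal is peak over basal fluorescence ratio across a 100 second FLIPR read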
Target sequence (P37288 whole entry, looked up): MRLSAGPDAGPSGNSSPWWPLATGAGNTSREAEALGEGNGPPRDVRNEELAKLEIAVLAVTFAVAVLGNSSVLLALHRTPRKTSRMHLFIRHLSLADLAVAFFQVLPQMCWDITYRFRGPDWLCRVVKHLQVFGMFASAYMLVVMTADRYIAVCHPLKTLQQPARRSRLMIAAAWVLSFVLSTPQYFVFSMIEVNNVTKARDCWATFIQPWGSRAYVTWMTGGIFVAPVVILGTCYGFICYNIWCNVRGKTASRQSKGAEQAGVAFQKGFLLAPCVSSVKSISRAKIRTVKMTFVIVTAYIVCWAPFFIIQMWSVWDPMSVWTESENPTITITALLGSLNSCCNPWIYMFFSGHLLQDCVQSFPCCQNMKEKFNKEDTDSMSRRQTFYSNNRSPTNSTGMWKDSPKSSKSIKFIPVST
FID counter: displaces DNA intercalator in HCV helicase counter-screen. DNA fluorescent intercalator displacement, fluorescence. inhibition, % at 7.9 µM. hit rate 0.17% among 290,000. AID 1845; in the data active = inhibition above about 37%;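 also: 0% = vehicle and 100% = reference compound; higher means more ethidium bromide displaced from hairpin DNA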
VIM-2 inh: inhibitors of Pseudomonas aeruginosa VIM-2 metallo-beta-lactamase | hit rate 0.89% among 290,000 | purified VIM-2, nitrocefin hydrolysis, epi-absorbance fluorescence | inhibition, % at 5.6 µM;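 active = inhibition above the mean of all tested compounds plus 3 SD, cutoff set per screening run, cut at about 7.5% in these data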;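 also: red hydrolysis product quenches plate fluorescence so inhibitors raise well fluorescence; 0% = enzyme with DMSO and 100% = DMSO without enzyme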
HCV NS3 hel inh: inhibitors of Hepatitis C virus NS3 helicase. NS3 helicase DNA unwinding, Cy5 molecular beacon fluorescence. inhibition, % at 10.9 µM. hit rate 0.56% among 290,000. AID 1800;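 active = inhibition above the mean of all tested compounds plus 3 SD, set per campaign, cut at about 35% in these data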;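 also: 0% = DMSO wells and 100% = thioflavine S control wells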
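System: Hepatitis C virus NS3 helicase domain fragment enzyme | Reagent: Annealed dual-labelled DNA beacon duplex, ATP-started | Compound dosing: 10.9 µM single point, 0.8% DMSO | Incubation: 1 h reaction at 25 °C, ATP-initiated | Technique: Cy5 fluorescence | Evaluation: Percent inhibition from t60/t0 fluorescence ratio | Benchmarks: Low DMSO, high thioflavine S at 110 µM | Replication: Singlicate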
GalR3 antag: human GalR3 antagonism | O60755 | HEK293 GalR3-CNG cAMP membrane potential fluorescence; galR3 body fused to GalR1 C-terminus | inhibition, % at 3 µM | hit rate 0.44% among 360,000 | AID 651719;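 active = inhibition above the screen-wide average plus 3 SD, cut at about 13% in these data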;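 also: forskolin and galanin both at EC90 stimulate the cells; cAMP rise reported by CNG channel membrane potential dye signal; 0% = forskolin plus galanin with DMSO and 100% = forskolin alone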
IMP-1 inh: blocks Pseudomonas aeruginosa IMP-1 metallo-beta-lactamase; purified IMP-1, nitrocefin hydrolysis, epi-absorbance fluorescence; inhibition, % at 5.6 µM; hit rate 0.45% among 290,000; AID 1556;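 active = inhibition above the mean plus 3 SD of all compounds in the same screening run, cut at about 4.5% in these data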;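 also: 0% = IMP-1 with DMSO and 100% = DMSO wells lacking enzyme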
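System: purified recombinant IMP-1 beta-lactamase. Medium: Zinc- and detergent-supplemented HEPES buffer, pH 7.1. Compound: one 5.6 µM dose […]. Schedule: 15 min preincubation plus 25 min reaction at 25 °C. Technique: Epi-absorbance fluorescence, 480 nm excitation, 530 nm emission.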
* hit, by the source's call; . = no result given. Outcome played no part in choosing rows; overall some 4.3% were active at least once.

Results follow in this order: PHOSPHO1 inh | GPR7 antag | OXTR ag | V1aR counter | FID counter | VIM-2 inh | HCV NS3 hel inh | GalR3 antag | IMP-1 inh
1	COc1ccc(-c2[nH]ncc2CN2CCC(N3CCSCC3)CC2)c(F)c1
  28 | 1 | -0.5 | 1.2 | 10 | 0.8 | -12 | -4 | -0.8
2	O=C(N/N=C/c1cccc(Cl)c1)c1c(O)c2c([nH]c1=O)CCCC2
  42 | -5 | 1.4 | 0.0 | 2 | -1.9 | -2 | -4 | -2.9
3	O=C1C=C(Nc2cccc(Cl)c2)CC(c2ccco2)C1 (stereo unspecified)
  3 | 13 | 1.9 | 1.7 | -7 | -1.2 | -1 | -3 | -0.7
4	Cc1nc2nc(C)c(CCC(=O)N3CCOCC3)c(C)n2n1
  21 | -11 | 0.7 | 1.1 | -2 | -1.3 | -6 | -5 | -0.9
5	CCCN(CC(=O)Nc1cc(Cl)cc(Cl)c1)CC(=O)Nc1ccc(F)c(F)c1F
  -1 | -2 | -0.9 | 2.4 | -5 | -0.5 | -19 | -4 | -2.5
6	Cc1ccc([N+](=O)[O-])cc1NC(=O)c1ccc(C(C)(C)C)cc1
  -14 | 2 | -2.0 | 1.4 | -5 | -1.0 | 0 | -7 | -2.5
7	COc1ccc(/C=C/c2nnc(NC(=O)CC(C)C)s2)cc1
  20 | -7 | -1.6 | 4.1 | -8 | -1.3 | 0 | -3 | -1.7
8	O=c1cc(-c2ccccc2)nc(SCCOc2ccccc2Cl)[nH]1
  37 | -13 | 0.5 | 0.1 | -8 | 0.0 | 1 | 13* | -1.8
9	O=C1CSC(=Nc2ccccc2[N+](=O)[O-])N1
  45 | -1 | 1.1 | -0.3 | -1 | -2.7 | 6 | -2 | -2.0
10	CC(=O)c1nn(-c2ccc(Cl)cc2)c(=O)[nH]c1=O
  56 | -9 | -0.8 | -0.4 | -6 | -3.0 | -2 | -10 | -3.1
11	CC1(C)NC(=O)N(CCCOc2ccc(Br)cc2Cl)C1=O
  -48 | -7 | 3.4 | 3.9 | -9 | -3.6 | -2 | -5 | 0.8
12	O=C(NCCc1csc(-c2cccnc2)n1)c1ccccc1
  -18 | 4 | -0.7 | -0.8 | -6 | -2.2 | 4 | . | -4.9
13	CCc1ccc(NC(=O)c2cc(Br)ccc2Br)cc1
  24 | -11 | -2.4 | -0.9 | -3 | -0.8 | -1 | -3 | -0.6
14	CCCC1(CCC)C(=O)NC(=NCCc2ccc(OC)c(OC)c2)NC1=O
  6 | 0 | -1.0 | -0.1 | -6 | 2.1 | 4 | -3 | 1.6
15	Cc1ccc(S(=O)(=O)c2nc(-c3ccc(F)cc3)oc2SCC(=O)NCC2CCCO2)cc1 (stereo unspecified)
  -13 | 15 | 0.2 | -0.8 | 1 | -0.4 | -4 | -2 | -0.9
16	CC1c2ccsc2CCN1S(=O)(=O)c1ccccc1 (stereo unspecified)
  36 | -1 | -3.2 | -0.7 | -8 | -1.2 | -4 | -8 | -1.5
17	Cc1cc(O)c2c(C)c(CC(=O)N3CCN(C(=O)C4COc5ccccc5O4)CC3)c(=O)oc2c1 (stereo unspecified)
  31 | -8 | 0.7 | 4.0 | -35 | -3.4 | 46* | -6 | -3.1
18	S=C(Nc1ccccc1)N1CCn2c(nc3ccccc32)C1
  -11 | 8 | 1.6 | 0.7 | -2 | -4.0 | 6 | -4 | -2.3
19	CCNC(=S)NNC(=O)CSc1nc2ccccc2[nH]1
  -119 | -14 | -0.5 | -0.5 | -3 | -2.1 | -1 | 2 | -5.4
20	S=c1[nH]nc(C2CC2)n1Cc1ccco1
  81* | 7 | 0.1 | -0.2 | -3 | 25* | 1 | -4 | 1.9
21	Cc1ccc(Nc2nc3c([nH]2)c(=O)[nH]c(=O)n3C)cc1
  -7 | -1 | -1.2 | -0.1 | -1 | -6.2 | 2 | -1 | -3.4
22	CC(=O)N1c2ccc(S(=O)(=O)NCCC(=O)N3CCC(C)CC3)cc2CC1C (stereo unspecified)
  48 | -14 | 1.9 | 2.0 | -30 | -1.6 | -7 | 4 | -1.3
23	CCOC(=O)c1cccc(NS(=O)(=O)Cc2ccccc2)c1
  39 | -8 | -0.6 | -1.3 | -8 | -5.9 | -5 | -7 | -3.5
24	COc1ccc(C(=O)NC2CCN(CC(=O)N3CCCCC3)CC2)cc1
  32 | 2 | 1.3 | 0.4 | -6 | 1.8 | 1 | -9 | -1.7
25	COc1cccc(NC(=O)CSc2nc(C)cs2)c1
  -1 | -9 | -0.8 | 0.5 | -7 | -3.5 | -1 | 1 | -2.2
26	CCOc1ccccc1NC(=S)Nc1ncccc1C
  -4 | -4 | -1.8 | -0.8 | -4 | -2.0 | -8 | -8 | -4.8
27	Cc1cc(C)c(C)c(S(=O)(=O)NC2CCCCC2)c1C
  37 | -19 | . | . | -42 | -1.9 | -4 | 0 | -3.6
28	Cc1c(C(=O)NCc2ccc3c(c2)OCO3)cccc1[N+](=O)[O-]
  -5 | -4 | -0.4 | 0.0 | 5 | -4.0 | 1 | -5 | -1.4
29	CCCCN(CCCC)CCNC(=O)c1cn(C)c2ccc(S(=O)(=O)N3CCCC3)cc2c1=O
  7 | 3 | -0.1 | 0.1 | 9 | 0.6 | 7 | 2 | 0.6
30	O=C(NCCn1ccc2ccccc21)c1ccc(S(=O)(=O)N2CCCCC2)cc1
  8 | 17 | 8.0 | 4.5 | -19 | -0.9 | 0 | . | -3.3

Compound profiles, as listed above:
S=c1[nH]nc(C2CC2)n1Cc1ccco1 as listed: PHOSPHO1 inh = 81*; GPR7 antag = 7; OXTR ag = 0.1; V1aR counter = -0.2; FID counter = -3; VIM-2 inh = 25*; HCV NS3 hel inh = 1; GalR3 antag = -4; IMP-1 inh = 1.9
S=C(Nc1ccccc1)N1CCn2c(nc3ccccc32)C1 as listed: PHOSPHO1 inh = -11; GPR7 antag = 8; OXTR ag = 1.6; V1aR counter = 0.7; FID counter = -2; VIM-2 inh = -4.0; HCV NS3 hel inh = 6; GalR3 antag = -4; IMP-1 inh = -2.3

(listing goes on)
Results follow in this order: PHOSPHO1 inh | GPR7 antag | OXTR ag | V1aR counter | FID counter | VIM-2 inh | HCV NS3 hel inh | GalR3 antag | IMP-1 inh
31	Cc1ccc(C)c(CN2C(=O)COc3ccccc32)c1
  45 | 18 | -2.9 | 2.9 | -22 | 2.2 | 20 | -4 | 0.0
32	CC(NC(=O)CCc1nnc(CCCc2ccccc2)o1)c1ccccc1 (stereo unspecified)
  3 | 5 | -0.8 | -0.5 | -17 | -4.8 | -2 | -3 | -0.5
33	O=C(NCc1ccccc1C(F)(F)F)C1CCC(=O)N(C2CC2)C1 (stereo unspecified)
  34 | -9 | 0.8 | 0.5 | -4 | -2.1 | 1 | 3 | -3.1
34	Cc1ccc(S(=O)(=O)NC(=O)NC(=O)N(C)S(=O)(=O)c2ccc(C)cc2)cc1
  -24 | -5 | 4.7 | 0.3 | -3 | -2.9 | 1 | -3 | -5.8
35	O=C(CSC1=NCCS1)Nc1ccnc2ccccc12
  0 | 8 | 15 | 9.2 | -5 | -0.1 | 0 | 99* | -4.2
36	O=C(Nc1cc(C(F)(F)F)ccc1Cl)C(Sc1nnc(-c2cccs2)o1)c1ccccc1 (stereo unspecified)
  -16 | -8 | 1.1 | 0.8 | -7 | -5.1 | 11 | -5 | -3.3
37	CCC(=O)NCCCCCCNC(=O)CC
  8 | -2 | -0.2 | -0.1 | 1 | -3.4 | 0 | -1 | -1.9
38	CCOC(=O)C(C)Sc1nnc(CNC(=O)c2ccc(OC)cc2)n1C1CCCCC1 (stereo unspecified)
  36 | -2 | -1.3 | -1.1 | -44 | -3.6 | -1 | -5 | -2.8
39	Cn1nc(C(F)(F)F)c(CO)c1Sc1ccc(F)cc1
  43 | 1 | -1.2 | 0.0 | -1 | -2.1 | 5 | -3 | -2.5
40	CC1CCCC(C)N1C(=O)c1cccc2c1-c1ccccc1/C2=N/O (stereo unspecified)
  -9 | 0 | 0.0 | -0.1 | -24 | 1.0 | -1 | -3 | -0.7
41	Cc1cc(C)cc(NC(=O)N2CCN(S(C)(=O)=O)CC2)c1
  37 | 13 | 0.2 | 0.0 | -3 | 1.2 | 2 | -2 | 0.6
42	Cc1ccc(SCc2ccc(C(=O)Nc3ccccc3C(=O)NC(C)C)cc2)cc1
  -6 | -6 | -0.1 | 0.9 | -2 | -2.5 | 2 | -2 | -3.8
43	Cc1ccc(CNc2ncnc3cc(Cl)ccc23)cc1
  6 | 9 | 15 | 6.2 | -18 | -2.0 | -11 | -11 | -2.8
44	CCCc1nc2oc3c(=O)[nH]cnc3c2c2c1COC(C)(C)C2
  41 | -8 | -1.2 | 0.4 | -17 | 0.0 | -6 | -5 | -1.9
45	O=C(NC1CC1)C(=O)c1c(-c2ccccc2)[nH]c2ccccc12
  -4 | -11 | -0.2 | 0.0 | -2 | -1.6 | -7 | . | -1.4
46	O=C(CN1CCN(S(=O)(=O)c2ccccc2)CC1)NC(=O)NCc1ccccc1
  45 | -2 | -0.4 | 0.0 | -2 | -3.2 | -5 | 0 | -7.0
47	CC(C)N1CCN(Cc2ccc(-c3ccccc3Cl)o2)CC1CCO (stereo unspecified)
  27 | -13 | 1.0 | 0.0 | 8 | -2.1 | 8 | -3 | -3.1
48	O=C1C(=O)N(c2ccccc2)c2ccccc21
  -24 | 15 | -1.1 | -1.0 | 2 | 3.3 | 0 | -7 | -1.4
49	CC1CCN(C(=O)CNC(=O)c2ccc(Cl)cc2Cl)CC1
  23 | 3 | -2.0 | -0.1 | -2 | -0.7 | -4 | -1 | -0.3
50	COC(=O)N/N=C/c1cc([N+](=O)[O-])cc(Br)c1O
  7 | -4 | -0.2 | 2.3 | 0 | -4.5 | 5 | -3 | 1.8
51	CCOC(=O)C1=C(C)NC2=C(C(=O)CCC2)C1c1ccsc1 (stereo unspecified)
  -3 | -5 | . | . | 0 | -0.5 | 13 | . | -7.5
52	Cc1nnc(N/N=C/c2ccc(-c3ccc(Br)cc3)o2)n1N
  -55 | -16 | -1.2 | -1.3 | 2 | -2.5 | -6 | -3 | -4.5
53	O=C(c1ccccc1)N1CCC(CC2CC(c3ccc(Cl)cc3)=NO2)(C(=O)NCC2CCCCC2)CC1 (stereo unspecified)
  -2 | -3 | -0.6 | -0.4 | -25 | -1.6 | -17 | -3 | -5.5
54	CN1C(=O)/C(=C/c2ccc(-c3ccccc3[N+](=O)[O-])o2)SC1=Nc1ccc(Cl)c(C(=O)O)c1
  -21 | -1 | 0.4 | 0.8 | -3 | -2.8 | 32 | 0 | 0.0
55	O=c1[nH][nH]c(C(F)(F)F)c1C=Nc1ccccc1
  -7 | -4 | 0.3 | 0.0 | 7 | 1.8 | 8 | -5 | -1.3
56	COc1ccc(NC(=O)Cc2ccccc2)cn1
  -3 | -4 | 1.5 | 1.9 | -3 | -0.4 | 0 | -5 | -1.8
57	O=C1CCC(C(=O)N2CCC(CO)(Cc3ccc(Cl)cc3)CC2)=NN1
  41 | -13 | 0.0 | 1.0 | -8 | -2.5 | -5 | -2 | -1.7
58	CSc1ccc(-c2sc(Nc3cccc4ccccc34)n[n+]2-c2ccccc2)cc1
  20 | -1 | -0.7 | 0.9 | 1 | -1.9 | -81 | -8 | -1.1

High-throughput results from PubChem BioAssay.
